# Bioassay records deposited in PubChem by several laboratories.
# KCC2 mod – modulates chloride dependent transport by human KCC2; Q9H2X9; KCC2 cells, thallium flux FluoZin-2 fluorescence; B-score of Tl+ flux slope (higher = more flux/activation; lower = inhibition) at 10 µM; 2.2% of 190,000 active; AID 1456;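 active = thallium flux slope and its plate-corrected score both differing from the plate sample mean at a set confidence after two filtering rounds, in either direction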;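 note: slope of fluorescence scaled to starting intensity during 10 to 20 s after thallium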
# L929 necroptosis – blocks zVAD induced death of L929 cells; viability rescue, % at 10 µM; L929 zVAD necroptosis rescue, ATP luminescence, 24 h; with zVAD 60 µM; AID 1377; 0.38% of 220,000 active;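 active = activation, scaled between plate controls, above about 75%, limit read from the data; inactive = activation under that limit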;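 note: 0% = zVAD with DMSO and 100% = DMSO alone without zVAD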
# FXIIa inh – inhibitors of human coagulation factor XIIa. AID 800. purified FXIIa, Boc-QGR-AMC fluorogenic substrate, 2 h. 0.3% of 220,000 active. P00748. inhibition, % at 5 µM; in the data active = inhibition above about 40%;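 note: 0% = enzyme with no compound and 100% = blank without enzyme; many of its hits are not listed in these tables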
# TNF death inh – TNF-alpha cell death inhibition in Jurkat FADD-/- cells; Jurkat FADD-/- TNF necroptosis rescue, ATP luminescence, 24 h; 0 = TNF only, 100 = no-TNF cells; activation (protection from cell death), % at 10 µM; 0.068% of 220,000 active; AID 463075;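 active = activation, meaning protection from cell death, of at least 50% relative to plate controls; inactive = activation below 50%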;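 note: necroptosis triggered by 40 ng/mL TNF-alpha added together with compound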
# FXIa inh – inhibitors of human coagulation factor XIa | purified FXIa, Boc-Glu-Ala-Arg-AMC fluorogenic substrate | AID 798 | inhibition, % at 5 µM | P03951 | 0.14% of 220,000 active;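 active = inhibition of at least 40%; inactive = inhibition below 40%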;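 note: fluorescence of freed AMC excited at 355 nm; 0% = enzyme without compound and 100% = no enzyme blank; many of its hits are not listed in these tables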
# Rad51 HR inh – Rad51 (human) homologous recombination inhibition; Q06609; hRad51 DNA strand exchange, fluorescence dequenching; inhibition, % at 10 µM; 0.085% of 200,000 active;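 active = inhibition above 40% at the single screening dose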;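 note: 0% = DMSO control wells and 100% = blanks with heterologous ssDNA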
# Target sequence (Q06609 whole entry, looked up): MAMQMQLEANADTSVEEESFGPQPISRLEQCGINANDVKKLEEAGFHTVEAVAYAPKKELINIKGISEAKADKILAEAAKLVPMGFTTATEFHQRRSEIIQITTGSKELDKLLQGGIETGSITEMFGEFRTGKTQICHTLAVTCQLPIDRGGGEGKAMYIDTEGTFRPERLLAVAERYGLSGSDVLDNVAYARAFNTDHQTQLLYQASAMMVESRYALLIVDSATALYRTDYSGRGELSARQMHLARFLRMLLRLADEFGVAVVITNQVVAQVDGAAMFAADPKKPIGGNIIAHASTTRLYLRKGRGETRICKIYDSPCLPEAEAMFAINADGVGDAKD
#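 Test system: preformed human Rad51 ssDNA filaments; also added: Donor/quencher-labelled 47-bp dsDNA substrate; doses: 10 µM final, single point; times: 37 °C 15-min filament assembly, 30-min compound preincubation, 15-min exchange; detection: FRET fluorescence dequenching, excitation 485 nm, emission 520 nm; read-out basis: Fluorescence-based percent inhibition, control- and blank-normalised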
# thrombin 1536 – blocks human thrombin protease activity. P00734. alpha-thrombin, Boc-VPR-AMC fluorogenic substrate cleavage. inhibition, % at 5 µM. 0.26% of 220,000 active. AID 1046;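 active = inhibition at or above 40%; inactive = inhibition below 40%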;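 note: 0% = enzyme with no compound and 100% = wells without enzyme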
#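 Test system: human alpha-thrombin; medium: pH 7.5 Tris-saline with Tween 20; times: reaction at room temperature; signal: AMC fluorescence at 355 nm excitation and 460 nm emission; also added: Boc-VPR-AMC substrate, 15 µM final; dosing: one concentration per compound, 5 µM, with 0.2% DMSO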
# Hck Nef HTS – human Hck-Nef kinase inhibition; P08631; Recombinant Hck-YEEI plus Nef, Z-Lyte FRET kinase assay; inhibition, % at 20 µM; 0.68% of 220,000 active;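 active = Hck-Nef kinase inhibition above about 50%, limit read from the data; inactive = inhibition below that limit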;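 note: 0% = DMSO with Hck plus Nef and 100% = Hck alone without Nef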
# Target sequence (P08631 whole entry, looked up): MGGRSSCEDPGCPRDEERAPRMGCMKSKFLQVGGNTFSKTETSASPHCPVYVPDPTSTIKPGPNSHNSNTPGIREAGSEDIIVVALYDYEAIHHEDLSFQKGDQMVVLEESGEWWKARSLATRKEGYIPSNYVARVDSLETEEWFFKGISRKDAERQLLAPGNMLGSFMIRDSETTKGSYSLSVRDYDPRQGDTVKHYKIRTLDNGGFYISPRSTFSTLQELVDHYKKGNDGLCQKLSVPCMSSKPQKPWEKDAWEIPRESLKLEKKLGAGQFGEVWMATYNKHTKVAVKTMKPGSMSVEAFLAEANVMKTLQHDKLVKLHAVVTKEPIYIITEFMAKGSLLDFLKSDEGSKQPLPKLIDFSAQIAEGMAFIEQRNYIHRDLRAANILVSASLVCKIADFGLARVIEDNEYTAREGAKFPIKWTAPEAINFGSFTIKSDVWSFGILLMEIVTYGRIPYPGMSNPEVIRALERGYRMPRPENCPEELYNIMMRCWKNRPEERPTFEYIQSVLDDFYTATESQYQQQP
# KLK5 inh – kallikrein 5 (human) inhibition; Q9Y337; recombinant hK5, fluorogenic AMC substrate cleavage; inhibition, % at 5 µM; 0.59% of 210,000 active; AID 873;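 active = inhibition of 40% or more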;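 note: 0% = enzyme controls without compound and 100% = no-enzyme blanks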
# Target sequence (Q9Y337 67-293 limits assumed): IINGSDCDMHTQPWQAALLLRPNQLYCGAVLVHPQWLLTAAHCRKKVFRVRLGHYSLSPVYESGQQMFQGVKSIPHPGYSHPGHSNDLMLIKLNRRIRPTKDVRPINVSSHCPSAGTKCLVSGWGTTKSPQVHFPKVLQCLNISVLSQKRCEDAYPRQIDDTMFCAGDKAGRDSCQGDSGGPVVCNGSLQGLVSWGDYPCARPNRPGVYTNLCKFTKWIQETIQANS
# Starred values were filed as active, the others as inactive; x = no result given. Some of the compounds tested, so the mix of outcomes need not match the whole.
canonical_smiles | KCC2 mod | L929 necroptosis | FXIIa inh | TNF death inh | FXIa inh | Rad51 HR inh | thrombin 1536 | Hck Nef HTS | KLK5 inh
CCn1c(SCC(=O)Nc2nccs2)nnc1-c1ccc(C)cc1 | -1.3 | 0.6 | 15 | -0.2 | 10 | 3 | 3 | 0 | -9
CCOc1cc(C(=O)NC)cc(OCC)c1OCC | 0.052 | 0.0 | 12 | -3.0 | -8 | -3 | 22 | 3 | 44*
COc1ccc(N(CC(=O)N/N=C/c2ccco2)S(=O)(=O)c2ccccc2)cc1Cl | 0.29 | 0.4 | 7 | 0.4 | -7 | 12 | 0 | 20 | -2
CC1CCC2(CC1)NC(=O)N(CC(=O)NC(=O)Nc1ccc3c(c1)OCCO3)C2=O (stereo not drawn) | 0.14 | 1.9 | 4 | 2.0 | 2 | -15 | -4 | -2 | -2
CCOC(=O)C1CCN(C(=O)Cc2c(C(=O)O)n(CC)c3ccccc23)CC1 | 0.074 | 3.0 | 1 | 0.7 | 6 | -2 | -8 | -4 | -1
COc1cc2c(cc1OC)CN(C(=O)c1ccc(S(=O)(=O)N3CCCC3)cc1)CC2 | -1.3 | 0.4 | 8 | -0.1 | 0 | 1 | -1 | 11 | 0
CC(C)NC(=O)NC(=O)COC(=O)c1ccccc1O | 0.91 | 1.0 | 5 | 1.0 | -1 | -2 | -5 | -16 | 4
COc1ccc(OC)c(NC(=O)CSc2nnc(C)n2Cc2ccccc2)c1 | x | 0.0 | 16 | -0.5 | 8 | -1 | 1 | 1 | -8
COc1ccc(CN2CCCCCC2)c(C)c1C | -0.33 | -0.4 | 9 | 0.8 | 3 | -8 | 2 | -24 | -14
CCOc1ccc(OCCOc2cccc(C(F)(F)F)c2)cc1 | x | -0.1 | 15 | -1.0 | 9 | -2 | -1 | 0 | -7
CCCCC(=O)NNC(=S)NC(=O)CCC | 0.33 | -0.6 | 20 | -0.6 | 10 | x | 15 | 14 | -72
O=C(CP(=O)(CO)CO)c1ccc(Cl)cc1 | x | -0.6 | 18 | -0.5 | 5 | -6 | 3 | 2 | -9
Cc1ccc(NC(=O)c2ccc3snnc3c2)cc1 | 0.51 | 3.5 | 6 | -1.3 | -5 | 19 | 7 | 20 | -1
COc1ccc(C(=O)OCCc2ccc(O)cc2)cc1 | -2.2 | 1.1 | 4 | -5.1 | -3 | -5 | -3 | -3 | -15
CCN(C(=O)COC(=O)c1ccc(Cl)cc1N)C1CCCCC1 | 0.89 | 2.5 | 3 | 1.9 | -7 | 3 | -2 | -12 | -5
Oc1ccc(/C=N/N2CCN(C3c4ccccc4-c4ccccc43)CC2)cc1O | -0.58 | 1.3 | 2 | -22 | 5 | x | -11 | 27 | 1
Cc1ccc(-c2csc(N=C(N)N)n2)c(C)c1 | -0.54 | 7.1 | 5 | 6.1 | -2 | -9 | -1 | 17 | 1
COc1ccc(NC(=O)CN2CCC(C)CC2)cc1 | 0.4 | -0.8 | 2 | 0.4 | -14 | 2 | -15 | 6 | -13
CCCn1c(C2CC(=O)N(c3cc(OC)ccc3OC)C2)nc2ccccc21 (stereo not drawn) | 0.43 | 0.8 | 13 | -0.9 | 1 | -8 | -3 | 0 | -6
Cc1cc(Oc2cnn(C(C)(C)C)c(=O)c2Cl)cc(C(C)C)c1 | x | 0.1 | 11 | -1.6 | 4 | 1 | 1 | 0 | -4
C/C=C/c1ccc(OCc2cc(=O)n3cc(C)ccc3n2)c(OC)c1 | 0.33 | 0.0 | 8 | 0.6 | 0 | x | -6 | 17 | 0
Cc1cc(OCCOCCNC(C)C)cc(C)c1Cl | -0.26 | -0.2 | 11 | 4.8 | 4 | x | 3 | 1 | 11
COc1ccccc1NS(=O)(=O)c1cc(NC(=O)/C=C/c2cccs2)ccc1N1CCOCC1 | 0.016 | 0.3 | 3 | 3.9 | -2 | -12 | -14 | -1 | -15
C=CCN(CC=C)C(=O)Nc1cc(Cl)ccc1OC | -0.93 | 0.1 | 17 | 3.9 | 9 | -1 | 10 | 2 | 13

# Full records, looked up by structure.
# CCN(C(=O)COC(=O)c1ccc(Cl)cc1N)C1CCCCC1 is listed as KCC2 mod: 0.89; L929 necroptosis: 2.5; FXIIa inh: 3; TNF death inh: 1.9; FXIa inh: -7; Rad51 HR inh: 3; thrombin 1536: -2; Hck Nef HTS: -12; KLK5 inh: -5
# C=CCN(CC=C)C(=O)Nc1cc(Cl)ccc1OC is listed as KCC2 mod: -0.93; L929 necroptosis: 0.1; FXIIa inh: 17; TNF death inh: 3.9; FXIa inh: 9; Rad51 HR inh: -1; thrombin 1536: 10; Hck Nef HTS: 2; KLK5 inh: 13

# Limited to FXIa inh, Hck Nef HTS and FXIIa inh (two entries from above):
mol | FXIa inh | Hck Nef HTS | FXIIa inh
Cc1cc(Oc2cnn(C(C)(C)C)c(=O)c2Cl)cc(C(C)C)c1 | 4 | 0 | 11
COc1ccc(NC(=O)CN2CCC(C)CC2)cc1 | -14 | 6 | 2

# Later entries.
canonical_smiles | KCC2 mod | L929 necroptosis | FXIIa inh | TNF death inh | FXIa inh | Rad51 HR inh | thrombin 1536 | Hck Nef HTS | KLK5 inh
COC(=O)[C@@H](NC(=O)N(C1CCCCC1)C1CCCCC1)C(C)C | -0.35 | -0.8 | 0 | 0.3 | -5 | -4 | -4 | 0 | 4
CC(=O)Nc1cccc(OCCCNC(=O)c2ccc(F)cc2)c1 | x | 0.1 | 9 | -0.7 | 9 | 17 | -2 | 8 | -1
Cc1[nH]n(-c2cccc(Cl)c2)c(=O)c1/C=N/n1c(C)nc2ccccc2c1=O | x | 0.7 | 18 | 0.1 | -11 | 1 | 1 | -2 | 8
Cc1csc(SCc2nc3sc4c(c3c(=O)[nH]2)CCC4)n1 | 0.47 | -0.1 | 8 | 14 | 3 | 2 | 1 | 1 | -25
Cc1ccc2nc(C3CCCN(C(=S)Nc4ccccc4C)C3)[nH]c2c1 (stereo not drawn) | x | 2.2 | 3 | -4.5 | -4 | 4 | 2 | 0 | -15
CC(=O)C(C)Oc1ccc(Cc2ncc(C(F)(F)F)cc2Cl)cc1 (stereo not drawn) | -0.34 | 0.8 | -1 | 1.1 | -4 | -10 | 0 | 2 | -11
COc1ccc(N(C(=O)c2ccco2)C(C(=O)NC2CCCCC2)c2cccs2)cc1OC (stereo not drawn) | 0.55 | -0.2 | 15 | -1.3 | 6 | -4 | 4 | 6 | -3
Cc1c(Cl)cccc1NC(=S)N1CCC(N(C)CC2CCCO2)CC1 (stereo not drawn) | -0.49 | -0.1 | 5 | 1.0 | -4 | 3 | -12 | 30 | 0
COc1ccc(CN2C(=O)c3cccnc3C2O)cc1 (stereo not drawn) | -0.15 | -0.1 | 9 | 0.0 | 4 | 1 | 0 | -20 | -35
C=CCOn1c(=O)c(-c2ccc(OC)cc2)[n+]([O-])c2ccccc21 | x | 1.1 | 11 | -0.4 | 4 | -2 | 5 | 2 | -14
Cc1ccc(S(=O)(=O)Cn2nnnc2CN(Cc2ccco2)Cc2cccs2)cc1 | -0.32 | -0.4 | 4 | -4.3 | 0 | 2 | 0 | 6 | -16
Cc1sc(N/N=C/c2cc([N+](=O)[O-])ccc2O)nc1-c1ccccc1 | 0.32 | 2.5 | 2 | 0.8 | -7 | 16 | -4 | 25 | -23

# 3 entries from above, field by field.
Compound: CCCCC(=O)NNC(=S)NC(=O)CCC
  KCC2 mod = 0.33; L929 necroptosis = -0.6; FXIIa inh = 20; TNF death inh = -0.6; FXIa inh = 10; Rad51 HR inh = x; thrombin 1536 = 15; Hck Nef HTS = 14; KLK5 inh = -72

Compound: O=C(CP(=O)(CO)CO)c1ccc(Cl)cc1
  KCC2 mod = x; L929 necroptosis = -0.6; FXIIa inh = 18; TNF death inh = -0.5; FXIa inh = 5; Rad51 HR inh = -6; thrombin 1536 = 3; Hck Nef HTS = 2; KLK5 inh = -9

Compound: Cc1ccc(NC(=O)c2ccc3snnc3c2)cc1
  KCC2 mod = 0.51; L929 necroptosis = 3.5; FXIIa inh = 6; TNF death inh = -1.3; FXIa inh = -5; Rad51 HR inh = 19; thrombin 1536 = 7; Hck Nef HTS = 20; KLK5 inh = -1

# New compounds follow
canonical_smiles | KCC2 mod | L929 necroptosis | FXIIa inh | TNF death inh | FXIa inh | Rad51 HR inh | thrombin 1536 | Hck Nef HTS | KLK5 inh
COCCNC(=O)c1n[nH]c2ccccc12 | 1 | 1.7 | 1 | 1.2 | -10 | 4 | -23 | 17 | -4
Cc1ccc(S(=O)(=O)n2nc(OC(=O)C3CCCCC3)cc2N)cc1 | x | 1.2 | 6 | 0.3 | 5 | -1 | 0 | 1 | 8
Cc1cc(C)c(S(=O)(=O)NC(C)C)c(C)c1-n1cnnn1 | -0.2 | 2.4 | 0 | 0.4 | -6 | -1 | -12 | 16 | -4
Cc1ccc(C(=O)COC(=O)CNC(=O)COc2ccccc2C)cc1C | -0.46 | 0.7 | 11 | -1.6 | -2 | 4 | -3 | -1 | -3
Cc1cc(Cl)ccc1NC(=O)CN1CCC(C(O)(c2ccccc2)c2ccccc2)CC1 | 1.2 | 0.1 | 26 | -6.6 | 19 | 6 | 2 | -1 | -13
CC(c1ccc(C(C)(C)C)cc1)S(=O)CC(O)CO (stereo not drawn) | 0.55 | 0.1 | 3 | 3.4 | 0 | x | -5 | 6 | -14
COc1cc(COCC(O)CN2CCOCC2)cc(OC)c1OC (stereo not drawn) | x | 1.9 | 45* | 1.4 | 9 | -4 | -8 | 2 | -7
CCOC(=O)c1c(-c2ccccc2)oc2ccc(OCC(=O)O)cc12 | -1.4 | 1.6 | -6 | 1.2 | -4 | x | -13 | 6 | -6
O=C1COc2ccc(C(=O)c3ccccc3C(=O)NCc3ccccc3)cc2N1 | x | 0.1 | 12 | -1.5 | -2 | 4 | 0 | 3 | -1
Cc1ccnc(NS(=O)(=O)c2ccc(NC(=O)C3CCCCC3C(=O)O)cc2)n1 (stereo not drawn) | 0.24 | -0.1 | 18 | -2.1 | 4 | -3 | 3 | 0 | 0
COCCn1c(C)cc(C(=O)COC(=O)c2ccc(-n3nc(C)cc3C)cc2)c1C | 0.41 | -0.1 | 10 | -1.2 | 6 | -2 | -5 | 1 | -20
COc1ccc(CN2CCNC(=O)C2CC(=O)N2CCCO2)c(OC)c1 (stereo not drawn) | 0.38 | 1.1 | 1 | 0.3 | -4 | 2 | -13 | 20 | 2
CCCOc1ccc(/C=c2\sc3nc(-c4ccco4)nn3c2=O)cc1OCC | x | -0.2 | 4 | 0.1 | 2 | x | 19 | 3 | 29
CC(C)CNC(=O)c1cccc(Cn2cc(Cl)cn2)c1 | 0.85 | -0.2 | 4 | 4.0 | 0 | -4 | 0 | 0 | -20
CC(NC(=O)Cc1ccccc1)C(c1ccccc1)N1CCOCC1 (stereo not drawn) | 0.79 | 1.4 | 11 | 0.2 | 6 | 1 | x | 15 | 4
Cn1c(-c2sc3cc(C(F)(F)F)cnc3c2-c2ccccc2)n[nH]c1=S | 2.9 | 0.4 | 14 | -1.0 | 13 | -16 | -1 | 0 | 3
COc1cc(Br)c(C2C(C#N)=C(N)Oc3n[nH]c(-c4cccnc4)c32)cc1OC (stereo not drawn) | 1.3 | 1.6 | 3 | -0.6 | -2 | -2 | x | 17 | -5
Cc1nc2ccccn2c1-c1ccnc(=S)[nH]1 | 0.94 | 46 | 10 | -2.1 | -6 | -11 | 3 | -45 | -5
O=S(=O)(Nc1ccc(S(=O)(=O)N2CCCCCC2)cc1)c1cccs1 | 0.68 | -0.3 | 9 | 0.5 | -3 | -1 | -5 | -13 | -2
